Screens from PubChem.
CHRM5 agonist – agonists of human muscarinic M5 receptor (CHRM5) | P08912 | CHO-K1 hM5 cells, Fluo-8 calcium fluorescence; 0% DMSO wells, 100% maximal acetylcholine response | activation, % at 3 µM | hit rate 0.19% among 360,000 | AID 624037;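 active = activation above the run's mean over test compounds plus 3 SD, cut at about 23% in these data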;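 note: signal is peak over basal fluorescence ratio across the kinetic read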
Target sequence (P08912 whole entry, looked up): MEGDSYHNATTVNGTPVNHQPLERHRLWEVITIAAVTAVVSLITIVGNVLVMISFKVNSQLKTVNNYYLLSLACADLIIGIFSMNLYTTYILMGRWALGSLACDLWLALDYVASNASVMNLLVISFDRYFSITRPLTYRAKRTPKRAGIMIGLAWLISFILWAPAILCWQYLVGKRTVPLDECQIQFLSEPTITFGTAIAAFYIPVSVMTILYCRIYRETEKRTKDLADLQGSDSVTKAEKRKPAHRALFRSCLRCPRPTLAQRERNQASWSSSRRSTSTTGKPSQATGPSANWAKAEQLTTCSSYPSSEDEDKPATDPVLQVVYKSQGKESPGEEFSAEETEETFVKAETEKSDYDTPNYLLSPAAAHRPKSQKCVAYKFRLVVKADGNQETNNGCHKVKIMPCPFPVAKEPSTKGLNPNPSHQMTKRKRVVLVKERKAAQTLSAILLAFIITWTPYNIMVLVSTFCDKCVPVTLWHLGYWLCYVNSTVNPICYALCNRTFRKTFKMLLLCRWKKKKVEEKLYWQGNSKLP
CHO-K1 Ca ag – counter-screen for M1 agonists: effect in parental CHO-K1 cells; activation, % at 3 µM; hit rate 0.48% among 360,000; Fluo-8 calcium fluorescence; scaled to maximal ATP response, vehicle zero; in the data active = activation above about 15%;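 note: untransfected CHO-K1 host cells lacking M1 receptor as counterscreen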
M4 antag – antagonists of human muscarinic M4 receptor (CHRM4) | P08173 | hit rate 0.73% among 360,000 | inhibition, % at 3 µM | CHO-hM4 cells, ACh EC80, Fluo-8 calcium fluorescence;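 active = inhibition above its plate's cutoff, the mean inhibition of sample wells plus 3 SD, cut at about 27% in these data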;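 note: 0% = acetylcholine EC80 with DMSO and 100% = DMSO without agonist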
Target sequence (P08173 whole entry, looked up): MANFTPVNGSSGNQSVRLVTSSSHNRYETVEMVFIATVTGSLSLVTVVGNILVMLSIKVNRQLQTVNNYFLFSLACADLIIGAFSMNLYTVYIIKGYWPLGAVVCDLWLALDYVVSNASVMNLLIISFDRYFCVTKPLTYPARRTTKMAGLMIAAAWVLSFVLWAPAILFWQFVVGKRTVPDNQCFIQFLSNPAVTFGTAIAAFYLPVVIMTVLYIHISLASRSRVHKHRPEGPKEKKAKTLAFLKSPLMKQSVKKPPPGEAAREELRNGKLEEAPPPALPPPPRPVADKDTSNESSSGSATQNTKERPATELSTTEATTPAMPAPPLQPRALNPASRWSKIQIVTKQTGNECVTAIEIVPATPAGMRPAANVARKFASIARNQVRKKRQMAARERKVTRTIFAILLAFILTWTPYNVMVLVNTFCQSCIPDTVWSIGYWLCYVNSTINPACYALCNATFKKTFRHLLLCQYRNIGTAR
CHO-K1 Ca antag – nonselective inhibitor or artifact in parental CHO-K1 cells | ATP-induced calcium, Fluo-8 fluorescence | inhibition, % at 3 µM | hit rate 0.6% among 360,000;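 active = inhibition above a per-plate cutoff, the plate's mean sample inhibition plus 3 SD, cut at about 24% in these data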;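 note: 0% = DMSO plus EC80 ATP and 100% = DMSO alone without ATP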
CHRM5 PAM – positive allosteric modulators of human muscarinic M5 receptor; P08912; hit rate 0.3% among 360,000; CHO-K1 hM5, Fluo-8 calcium, ACh EC20 PAM; 0% = ACh EC20, 100% = ACh EC100; AID 624038; activation, % at 3 µM;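 active = activation above the run cutoff, the mean activation of all test compounds plus 3 SD, cut at about 18% in these data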
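System: CHO-K1 hM5 cells. Reagent: acetylcholine, EC20 level. Compound dosing: single dose, 3 µM nominal final test concentration. Timing: Post-acetylcholine fluorescence recording 140 s. Detection: Fluo-8 calcium fluorescence. Read-out: % activation, ACh-normalized. Benchmarks: ACh EC20 and EC100 wells. Repeats: singlicate, one well per test compound.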
CHRM4 agonist – agonists of human muscarinic M4 receptor (CHRM4). CHO-K1 hM4/Gqi5, Fluo-8 calcium fluorescence; vehicle 0%, full acetylcholine response 100%. activation, % at 3 µM. hit rate 0.14% among 360,000. P08173;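 active = activation above the run mean over all test wells plus 3 SD, cut at about 32% in these data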;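 note: peak over basal fluorescence ratio per well then scaled between controls; 0% = DMSO wells and 100% = acetylcholine at EC100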
CHRM4 PAM – potentiates acetylcholine response at human M4 receptor; activation, % at 3 µM; CHO-K1 hM4/Gqi5, Fluo-8 calcium fluorescence, ACh EC20; 0% = ACh EC20, 100% = maximal ACh; AID 624126; hit rate 0.4% among 360,000; P08173;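 active = activation above its plate's cutoff, the mean activation of sample wells plus 3 SD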; note: some results filed as inactive read as strong as hits
M5 antag – CHRM5 antagonism in calcium assay; P08912; CHO-hM5 cells, Fluo-8 calcium fluorescence, ACh EC80; inhibition, % at 3 µM; hit rate 0.59% among 360,000; AID 624040;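 active = inhibition above a per-plate cutoff, the mean of that plate's test compounds plus 3 SD, cut at about 27% in these data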;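 note: 0% = acetylcholine EC80 with DMSO and 100% = DMSO without agonist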
M1 PAM parental – counter-screen for M1 PAMs: effect in parental CHO-K1 cells; ATP EC20, Fluo-8 calcium fluorescence; 0% at ATP EC20, 100% at ATP max; activation, % at 3 µM; hit rate 0.02% among 360,000;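 active = activation above the run cutoff, the mean activation of all test compounds plus 3 SD, cut at about 40% in these data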;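 note: peak over basal fluorescence ratio in a 140 s read after ATP addition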
Numbers without * were called inactive.

1) Cc1ccc(-c2nnc(SCC(N)=O)nc2-c2ccc(C)cc2)cc1
2) Nc1nnc(SCC(=O)OCc2ccccc2)s1
3) CCOc1ccc(C(=O)NCc2ccco2)cc1OCC
4) CN(C)c1nc(=NCc2ccco2)ss1
5) COc1ccc(C(=O)NNC(=O)c2ccc3ccccc3c2O)cc1
6) CCc1nc(OCC(=O)c2ccccc2)c(C#N)c2c1COC(C)(C)C2
7) COc1ccc(OCCCC(=O)OCC(=O)Nc2nnc(-c3ccccc3)o2)cc1
8) CCOC(=O)C1=C(C)NC(=S)NC1c1ccc(OCC(=O)N2CCCCCC2)cc1 (centres undefined)
entry no.	1	2	3	4	5	6	7	8
CHRM5 agonist	0	-3	7	5	1	-3	2	0
CHO-K1 Ca ag	-0.1	-0.7	-0.1	4.1	0.5	1.4	0.0	1.8
M4 antag	-14	-12	0	16	8	-1	11	2
CHO-K1 Ca antag	-8	14	-10	-6	-4	25*	-14	-15
CHRM5 PAM	-1	-7	9	-5	-5	-4	0	-1
CHRM4 agonist	-1	1	0	16	2	2	-1	1
CHRM4 PAM	2	12	-1	-1	0	-4	-2	-2
M5 antag	6	1	-2	-3	10	6	7	-7
M1 PAM parental	11	-12	16	9	14	-7	10	-7

9) CCC(c1nnnn1C(C)C)N1CCN(C2CCCC2)CC1 (centres undefined)
10) O=C(Nc1cccnc1)c1ccc(COc2ccccc2Cl)o1
11) COc1ccc(CN2C(=O)C(CC(=O)NCCc3ccccn3)CC(C(=O)N(C)C)=C2C)cc1 (centres undefined)
12) COC(=O)C(O)(CC(=O)Nc1cc(OC)c(OC)c(OC)c1)C(F)(F)F (centres undefined)
13) CC(=O)Nc1cccc(NC(=O)c2c(-c3ccccc3)noc2C)c1
14) CCc1cc(=O)oc2cc(C)cc(OCC(=O)NC(Cc3ccc(Cl)cc3)C(=O)O)c12 (centres undefined)
15) COc1cc(OC)c(OC)cc1/C=N/NC(=O)CC1C(=O)NN=C1C (centres undefined)
16) Cc1ccc(C)c(Nc2nc(-c3cccnc3)cs2)c1
entry no.	9	10	11	12	13	14	15	16
CHRM5 agonist	-7	0	2	-1	6	2	0	-8
CHO-K1 Ca ag	0.1	2.1	0.6	0.2	0.1	-0.2	0.2	-1.5
M4 antag	-3	11	-1	-2	5	-8	-3	-5
CHO-K1 Ca antag	-1	-1	-18	10	27*	-7	-11	-13
CHRM5 PAM	2	-3	-2	-1	2	3	-2	-8
CHRM4 agonist	1	5	1	0	3	1	1	-2
CHRM4 PAM	1	-10	0	1	-1	2	-2	-3
M5 antag	1	7	1	-1	0	-2	-3	6
M1 PAM parental	10	1	11	-5	-6	24	13	-21

Single records (already shown). Screens in order: CHRM5 agonist	CHO-K1 Ca ag	M4 antag	CHO-K1 Ca antag	CHRM5 PAM	CHRM4 agonist	CHRM4 PAM	M5 antag	M1 PAM parental
`COc1ccc(OCCCC(=O)OCC(=O)Nc2nnc(-c3ccccc3)o2)cc1` as listed: 2	0.0	11	-14	0	-1	-2	7	10
`CN(C)c1nc(=NCc2ccco2)ss1` as listed: 5	4.1	16	-6	-5	16	-1	-3	9
`CCc1nc(OCC(=O)c2ccccc2)c(C#N)c2c1COC(C)(C)C2` as listed: -3	1.4	-1	25*	-4	2	-4	6	-7
`CCC(c1nnnn1C(C)C)N1CCN(C2CCCC2)CC1` (centres undefined) as listed: -7	0.1	-3	-1	2	1	1	1	10
`CCc1cc(=O)oc2cc(C)cc(OCC(=O)NC(Cc3ccc(Cl)cc3)C(=O)O)c12` (centres undefined) as listed: 2	-0.2	-8	-7	3	1	2	-2	24

The results go on.
17) O=C(CSCCO)Nc1nccs1
18) O=C(c1cc(COc2ccc(F)cc2Cl)on1)N1CCSCC1
19) COc1ccc(-c2onc3ccc(C(=O)/C=C/N(C)C)cc23)cc1
20) CCOc1ccc(C(C)NC(=O)c2cc(=O)[nH]c3ccccc23)cc1OCC (centres undefined)
21) COc1ccc(Cl)cc1NC(=O)CN(C)C(=O)C1CC1
22) CCOc1cc(CO)cc(Br)c1OCC(N)=O
23) CCN(CC)C(=O)CSc1nnc(-c2ccc(S(=O)(=O)N3CCCC3)cc2)o1
24) COc1cc2c(cc1OC)C(c1cc3cccc(C)c3[nH]c1=O)N(C(=O)c1ccco1)CC2 (centres undefined)
entry no.	17	18	19	20	21	22	23	24
CHRM5 agonist	-4	-3	1	0	-1	1	-1	-1
CHO-K1 Ca ag	0.7	0.8	0.0	0.7	0.3	0.9	0.5	1.5
M4 antag	1	0	4	-10	7	2	-15	5
CHO-K1 Ca antag	-14	-3	-12	3	-6	5	-12	-18
CHRM5 PAM	6	-3	-5	8	-4	-3	9	-6
CHRM4 agonist	0	3	1	1	0	1	0	3
CHRM4 PAM	0	6	-9	0	3	-4	6	5
M5 antag	-6	1	1	-1	14	-1	-5	26
M1 PAM parental	24	8	-11	-8	-1	9	28	1

25) CC(C)N1CCC(=NNC(=O)c2cccs2)CC1
26) CCCC(CCC)C(=O)Oc1cc(C)[nH]c(=O)c1[N+](=O)[O-]
27) CC(C)OCc1ccc(C(=O)N2CCN(CC(=O)N3CCCC3)CC2)cc1
28) CC(C)(C)c1ccc(OCC(=O)N/N=C/C2CC=CCC2)cc1 (centres undefined)
29) CCC(C)[C@H](NC(=O)[C@@H]1Cc2c([nH]c3ccccc23)C2c3ccccc3C(=O)N21)C(=O)NCC1CCCO1 (some centres undefined)
30) CC(=O)NCCc1nc2cc(NC(=O)c3ccc(F)cc3)ccc2n1C
31) Cc1ccc(-n2ncc3c(=O)n(Cc4ccccn4)cnc32)cc1C
32) CC(C)OCCCNC(=O)c1ccc(NC(=O)C2=CSCCO2)cc1
entry no.	25	26	27	28	29	30	31	32
CHRM5 agonist	1	-1	1	-2	1	-2	-1	-3
CHO-K1 Ca ag	0.2	-0.3	0.6	-0.2	0.6	0.2	0.3	0.2
M4 antag	-6	-8	-6	-7	-15	-1	-2	0
CHO-K1 Ca antag	6	-4	-14	-6	1	-13	-5	4
CHRM5 PAM	-2	-1	3	-3	-5	1	-10	-2
CHRM4 agonist	0	2	1	1	4	0	1	1
CHRM4 PAM	6	3	14	1	1	-3	-1	-3
M5 antag	-4	1	5	2	6	6	4	-2
M1 PAM parental	-12	6	24	9	-5	11	-5	-5

33) COCCN(CC(=O)Nc1ccc(F)cc1)S(=O)(=O)c1ccc(S(=O)(=O)N2CCCC2)cc1
34) COCCN(C(=O)c1cc(-c2ccc(F)cc2)nc2ccccc12)c1c(N)n(CC(C)C)c(=O)[nH]c1=O
35) Clc1nc2ccccc2nc1-c1ccccc1
36) O=C(CCc1nc2ccccc2c(=O)[nH]1)NNC(=O)c1ccc(Cl)cc1
37) N#CCC(=O)Nc1ccc(C(=O)OCC(=O)Nc2cc(-c3ccccc3)nn2-c2ccccc2)cc1
38) Cc1ccc(-c2ccc(CCC(=O)O)n2NC(=O)c2ccco2)cc1
39) C=C1C[C@@H]2C[C@@H]2CN(S(=O)(=O)c2ccc(C)cc2)[C@@H]1COCc1ccccc1
40) COCCn1c(SCC(=O)N2CCCCC2)nc2cccnc21
entry no.	33	34	35	36	37	38	39	40
CHRM5 agonist	-2	3	4	1	1	-3	1	-1
CHO-K1 Ca ag	0.2	-0.4	0.3	-0.6	5.8	0.6	0.4	0.5
M4 antag	0	-23	3	-7	21	-1	1	-5
CHO-K1 Ca antag	-8	-9	-13	12	1	-2	-14	-6
CHRM5 PAM	-5	9	16	-2	-12	0	-13	-2
CHRM4 agonist	0	0	0	1	9	1	2	1
CHRM4 PAM	0	6	17	-5	-11	22	-7	10
M5 antag	3	-7	-11	4	20	3	2	-3
M1 PAM parental	18	6	22	4	13	16	5	21

41) O=C(Nc1ncccc1O)c1ccc(Cl)c(S(=O)(=O)N2CCCCC2)c1
42) COc1ccc(OC)c(-c2cc(C(=O)Nc3sc4c(c3C#N)CCC(C)C4)c3ccccc3n2)c1 (centres undefined)
43) Cc1ccc(-n2c(SCC(=O)N3CCOCC3)nnc2-c2ccncc2)cc1
44) CCN1CCN(c2ccc(NC(=O)c3ccc(F)cc3)cc2Cl)CC1
45) Cc1ccc(-n2c(C)cn(C(=O)c3ccccc3)c2=S)cc1
46) CC(C)C[C@@H](CN1CCC[C@H]1CN1C(=O)C(=O)NC[C@@H]1Cc1ccc(O)cc1)N1C[C@H](Cc2ccccc2)N(CCc2ccccc2)C(=O)C1=O
47) COc1cc(/C=C(\C#N)c2nn(CCO)c(N)c2C#N)cc(OC)c1OC
48) CN(CC(=O)Nc1ccc(F)c(F)c1F)C(=O)CN1C(=O)NC2(CCCC2)C1=O
entry no.	41	42	43	44	45	46	47	48
CHRM5 agonist	1	2	2	-14	-1	-1	-1	1
CHO-K1 Ca ag	-0.2	0.7	0.2	1.8	-0.2	0.8	10	-0.7
M4 antag	4	1	-9	-10	3	4	-2	4
CHO-K1 Ca antag	38*	-18	-13	-7	12	-20	6	23
CHRM5 PAM	0	11	-5	-3	1	14	4	-1
CHRM4 agonist	1	1	1	2	-3	0	2	0
CHRM4 PAM	1	17	8	1	19	9	4	2
M5 antag	0	-10	-3	10	0	-14	-5	2
M1 PAM parental	-14	29	-3	2	-5	27	15	-27

49) CN(N=O)c1ccc(C=C2C=Cc3ccccc32)cc1
50) O=C(/C=C/c1ccccc1[N+](=O)[O-])Nc1cc(S(=O)(=O)N2CCOCC2)ccc1N1CCOCC1
51) CN(CC(=O)Nc1ccc(S(=O)(=O)N2CCCC2)cc1)Cc1c(F)cccc1Cl
52) O=C1C(=O)N(CCN2CCOCC2)C(c2ccc(F)cc2)/C1=C(/O)c1ccc(S(=O)(=O)N2CCOCC2)cc1 (centres undefined)
entry no.	49	50	51	52
CHRM5 agonist	-2	3	-6	-2
CHO-K1 Ca ag	-0.1	0.2	3.8	0.3
M4 antag	12	-2	3	-21
CHO-K1 Ca antag	-9	-7	17	-6
CHRM5 PAM	-1	-7	-7	-6
CHRM4 agonist	2	1	7	2
CHRM4 PAM	-6	1	-18	8
M5 antag	13	4	10	10
M1 PAM parental	-15	-5	-9	1
